Assay outcomes as filed in PubChem.
Pol III holo inh = inhibitors of bacterial DNA polymerase III holoenzyme. reconstituted DNA polymerase III holoenzyme replication, biochemical. Potency, µM (titrated, usually from 57.1 µM), for inactives: at the highest dose activity change, negative = inhibition. 0.25% of 71,000 active. AID 603; note: potency is the fitted concentration of half-maximal effect; % is set by controls: 0 for no effect and ±100 for the full control effect
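Reconstituted *E. coli* holoenzyme (0.35 nM Pol III, 1 nM beta, 154 nM SSB, 2 nM primase) was preincubated with compound for 15 min at RT. Synthesis on 1.4 nM ssM13Gori ran 35 min, then was stopped with PicoGreen/EDTA and read as dsDNA fluorescence.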
Luciferase inh = inhibitors of firefly luciferase; AID 411; 2.2% of 72,000 active; purified firefly luciferase, luminescence, 8 min; Potency, µM (series often up to 57.1 µM), inactives show top-dose activity change, negative = inhibition, hits mostly inhibitors; P08659; note: potency is the fitted concentration of half-maximal effect; % is set by controls: 0 for no effect and ±100 for the full control effect; nearly all actives have a fitted effect of over 40% in size
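Here, luciferase activity is measured as luminescence following an 8 min room-temperature reaction at 10 uM ATP, pH 7.2. Every library sample is titrated.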
Hsp90 Hop PPI = changes Hsp90-Hop TPR2A binding signal, up or down | AlphaScreen TPR2A-His6 binding biotin-Hsp90 C-terminal peptide | Potency, µM (doses to about 57 µM), without a hit: top-dose activity change, negative = inhibition | 0.44% of 71,000 active; active = well fitted curve in either direction with a large enough effect; inconclusive = small, poorly fitted or top-dose-only effect, or another doubt; note: potency is the fitted concentration of half-maximal effect; % is set by controls: 0 for no effect and ±100 for the full control effect; many of its hits are not listed in these tables
Tau fil binding = binds recombinant human tau filaments; recombinant tau filaments, thioflavin S fluorescence, 15 h; filaments grown with octadecylsulfate alongside compound; Potency, µM (top dose mostly 57.1 µM), for inactives: at the top dose activity change, negative = inhibition; 2% of 71,000 active; AID 596;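 note: potency is the fitted concentration of half-maximal effect; % is set by controls: 0 for no effect and ±100 for the full control effect; actives lower thioflavin S fluorescence by blocking filaments or displacing dye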
Target sequence (P10636 whole entry, looked up): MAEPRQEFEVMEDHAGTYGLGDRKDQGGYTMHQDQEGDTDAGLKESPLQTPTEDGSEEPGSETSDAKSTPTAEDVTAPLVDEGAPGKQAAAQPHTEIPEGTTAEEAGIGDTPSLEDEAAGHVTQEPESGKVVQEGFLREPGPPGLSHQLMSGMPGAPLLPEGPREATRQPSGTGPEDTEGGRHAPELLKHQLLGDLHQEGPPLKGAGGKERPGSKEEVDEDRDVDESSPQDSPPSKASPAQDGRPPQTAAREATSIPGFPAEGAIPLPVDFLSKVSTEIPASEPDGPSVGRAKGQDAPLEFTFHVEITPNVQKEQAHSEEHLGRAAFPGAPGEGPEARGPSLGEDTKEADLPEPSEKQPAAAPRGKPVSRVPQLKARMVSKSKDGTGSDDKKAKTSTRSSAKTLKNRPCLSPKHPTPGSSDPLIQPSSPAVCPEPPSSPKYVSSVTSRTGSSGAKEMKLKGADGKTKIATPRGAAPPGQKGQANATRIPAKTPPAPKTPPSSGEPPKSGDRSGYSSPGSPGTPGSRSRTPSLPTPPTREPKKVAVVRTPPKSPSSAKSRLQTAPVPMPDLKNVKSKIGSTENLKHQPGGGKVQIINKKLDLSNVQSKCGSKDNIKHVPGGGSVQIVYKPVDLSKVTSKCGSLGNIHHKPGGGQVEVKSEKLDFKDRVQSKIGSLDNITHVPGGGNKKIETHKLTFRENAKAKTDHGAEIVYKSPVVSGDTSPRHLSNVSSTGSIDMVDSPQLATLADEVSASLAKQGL
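His-tagged recombinant human tau (exons 2, 3, 10; 1 uM final) fibrillized with 30 uM sodium octadecylsulfate, 15 h at 37 C, in pH 7.4 HEPES buffer with 10 uM thioflavine S and 5 mM DTT. Reduced ThS fluorescence (450/510 nm) marks activity.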
CRE-bla Fsk = modulators of forskolin-stimulated CRE signaling in CHO cells | Potency, µM (top dose mostly 38.2 µM), without a hit: at the top dose activity change, negative = inhibition, actives largely listed as activators | AID 662 | 2.5% of 71,000 active | CHO CRE-bla reporter (cAMP response element driving beta-lactamase), forskolin EC10, beta-lactamase ratio; active = well fitted activation curve with a large enough effect in the signal ratio, with a control signal flat, not every such curve was filed as active; inconclusive = small, poorly fitted or top-dose-only effect, or effect the other way, or a change in a side signal; the % refers to the signal ratio; note: potency is the fitted concentration of half-maximal effect; % of control where 0% means no effect
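AC50 values, positive or negative, reflect shifts in EC10 NKH 477-induced CRE-bla reporter activity in CHO cells. Incubation lasted 3 h at 37 °C before CCF4 substrate (2 h, room temperature) and ratiometric 460/530 nm reading.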
ERK AVP block = vasopressin-driven ERK pathway inhibition | HEK293-V1b, vasopressin-stimulated pERK AlphaScreen | Potency, µM (titrated, usually from 57.5 µM), for inactives: at the highest dose activity, negative = inhibition, usual class: inhibitors | 0.99% of 72,000 active | AID 995; note: potency is the fitted concentration of half-maximal effect; % is set by controls: 0 for no effect and ±100 for the full control effect; nearly all actives have a fitted effect of over 55% in size
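V1b-HEK293 cells; cpd 30 min 37C; 25 nM vasopressin 5 min; lyse 10 min; AlphaScreen beads 5 hr RT. Normalized to DMSO basal and 25 nM vasopressin; AC50 by Hill fit.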
HADH2 inh = blocks human hydroxyacyl-CoA dehydrogenase type II. recombinant HADH2, NADH fluorescence, beta-hydroxybutyryl-CoA. Potency, µM (highest dose often 57.1 µM), for the others: top-dose activity change, negative = inhibition, actives largely listed as inhibitors. 3.4% of 73,000 active. AID 886; note: potency is the fitted concentration of half-maximal effect; % is set by controls: 0 for no effect and ±100 for the full control effect; nearly all actives have a fitted effect of over 60% in size; many of its hits are not listed in these tables
Target sequence (Q99714 whole entry, looked up, one chain of several): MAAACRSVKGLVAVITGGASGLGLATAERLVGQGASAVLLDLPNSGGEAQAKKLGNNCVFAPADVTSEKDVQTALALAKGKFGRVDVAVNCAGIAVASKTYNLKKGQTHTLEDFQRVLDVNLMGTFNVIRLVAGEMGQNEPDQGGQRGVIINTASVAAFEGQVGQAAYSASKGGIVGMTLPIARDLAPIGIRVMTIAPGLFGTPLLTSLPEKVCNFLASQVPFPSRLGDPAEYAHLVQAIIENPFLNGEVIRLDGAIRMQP
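E. coli-expressed His-tagged HADH2 tested at 20 nM in alkaline Tris buffer (pH 9.0); oxidation of 90 uM beta-hydroxybutyryl-CoA with 1 mM NAD+ tracked fluorimetrically for 4 min.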
HBB splicing = alters splicing of the hemoglobin beta chain. HBB splicing reporter cell assay, activation; EGFP reporter with mutant IVS2-654 intron; response scale: normalised to 500 nM splice-correcting PNA. Potency, µM (highest dose often 46.1 µM), without a hit: top-dose activation, usual class: activators. 0.06% of 65,000 active; note: potency is the fitted concentration of half-maximal effect; 0% is about no effect
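Compounds were applied for 2 days to HeLa EGFP-654 cells, 500/well in Optimem with 2% FCS. The reporter's EGFP is disrupted by mis-splicing of beta-globin intron IVS2-654. Readout: summed well GFP fluorescence from 488 nm laser scanning; reference was 500 nM antisense […] 654 PNA.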
Rhodamine autofl = compound autofluorescence in rhodamine spectral region | 0.05% of 59,000 active | AID 594 | max dye-equivalent concentration, M | Rhodamine-region fluorescence, 547/598 nm, Tris buffer; stronger effect = higher value; in the data active = max dye-equivalent concentration above about 11 nM; inconclusive = between about 1.1 nM and that limit
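Read-out is relative fluorescence at 547 nm excitation and 598 nm emission, expressed as dye-equivalent concentration using rhodamine standards on every plate. Each compound was profiled across a concentration series after 15 min in 100 mM Tris, pH 8.0.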
ALOX15 inhib = inhibitors of human 15-lipoxygenase (ALOX15). P16050. purified 15hLO-1, xylenol orange hydroperoxide absorbance. Potency, µM (series often up to 57.1 µM), for inactives: top-dose activity change, negative = inhibition, actives largely listed as inhibitors. 1.4% of 74,000 active; note: potency is the fitted concentration of half-maximal effect; % is set by controls: 0 for no effect and ±100 for the full control effect; nearly all actives have a fitted effect of over 55% in size
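Quantitative HTS in 25 mM Hepes pH 7.5 containing 0.01% Triton X-100: human 15hLO-1 at 40 nM, arachidonic acid at 50 uM, 6 min turnover. Product quantified via ferrous oxidation/xylenol orange, 573:405 nm absorbance ratio.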
Texas Red fluor = Texas Red region autofluorescence | 0.06% of 59,000 active | Compound fluorescence, Texas Red channel, 547/618 nm; stronger effect = higher value | max dye-equivalent concentration, M; in the data active = max dye-equivalent concentration above about 10 nM; inconclusive = between about 1.1 nM and that limit
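qHTS profiling of intrinsic compound fluorescence; 100 mM Tris pH 8.0; 15 min RT; ex 547 / em 618 nm; response expressed as Texas Red dye-equivalent concentration from six-point plate standard.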
An asterisk follows results filed as active; i = inactive; ? = inconclusive; . = not tested or not shown; & = joins results of further samples; [ ] = dose if it differs, or a comment. Unless noted, calls come from the whole dose curve; as a rule, active = well fitted curve in the direction sought with a large enough effect; inconclusive = small, poorly fitted or top-dose-only effect, or another doubt; inactive = no such curve, though single readings can be large; an effect the other way counts as inactive or inconclusive.

SMILES	Pol III holo inh	Luciferase inh	Hsp90 Hop PPI	Tau fil binding	CRE-bla Fsk	ERK AVP block	HADH2 inh	HBB splicing	Rhodamine autofl	ALOX15 inhib	Texas Red fluor
CC(C)Cc1nc2oc3c(=O)[nH]cnc3c2c2c1CCC2	-1%	5%	-8%	15%	?	2%	-4%	-1.4%	i	2%	i
O=C(NCCCN1CCN(c2ccccc2F)CC1)C1CCN(S(=O)(=O)N2CCOCC2)CC1	5%	1%	1%	1%	?	14%	10%	-0.8%	i	2%	i
O=C(O)CCC(=O)NCC1OCCc2ccccc21 (stereo not given)	1%	1%	4%	-16%	-18%	-1%	3%	0.8%	i	4%	i
CC1CC2(CC(C)(C(=O)CSc3nc4ccccc4s3)OC2=O)C(=O)O1 (stereo not given)	0%	1%	-5%	0%	-6%	-8%	?	-0.2%	i	-1%	i
CCC(c1nnc(SCC(=O)Nc2nnc(-c3ccccc3)o2)o1)N(C)C (stereo not given)	-5%	-4%	?	8%	?	11%	-21%	1.4%	i	14%	i
Cc1cc(C)c(S(=O)(=O)N(C)CC(N)=O)c(C)c1	0%	1%	-6%	10%	-8%	-4%	14%	-0.3%	i	1%	i
CCCCc1c(C)nn(-c2nnc3c4ccccc4n(CC)c3n2)c1C	-4%	-6%	-12%	2µM*	?	20µM*	-6%	-1.2%	i	39%[activator]	i
Cc1ccc(S(=O)(=O)N(CC(=O)N2CCOCC2)C2CCCCC2)cc1	-4%	1%	2%	2%	-3%	-3%	-8%	-0.8%[9.22 µM]	.	-11%	.
N#Cc1ccc(CN2CC[C@@]3(CCCN(C(=O)c4cccc(F)c4)C3)C2)cc1	-5%	1%[11.4 µM]	3%	8%	-17%	-12%	11%	0.4%	i	-5%	i
COc1cccc(-c2cncnc2NCCc2c[nH]c3ccc(OC)cc23)c1	-8%	-4%[2.29 µM]	-23%	-6%	?	?	-1%	-2.2%	i	?	i
CS(=O)(=O)N(CC(=O)O)c1cccc(Cl)c1	-1%	1%	1%	-7%	2%	3%	-7%	-1.3%	i	-7%	i
Fc1ccc(C2=Nn3c(nnc3-c3n[nH]c4c3CCC4)SC2)cc1	-2%	-1%	-3%	-11%	?	-26%	-6%	2.8%[0.369 µM]	i	18%	i
CC(C)C(NS(=O)(=O)c1ccc2c3c(cccc13)C(=O)N2)C(=O)O (stereo not given)	-10%	2%	0%	-10%	-4%	.	25µM*	1.0%	.	-4%	.
CC1(C)Nc2ccccc2N(CCC(=O)N2CCOCC2)C1=O	-1%	0%	0%	8%	-1%	16%	5%	-0.1%[9.22 µM]	.	-11%	.
Cc1c(C)c2c(c(C)c1O)CC[C@@](C)(C(=O)O)O2	-9%[25.6 µM]	5%[25.5 µM]	-4%[26 µM]	-5%[25.6 µM]	-5%[17.1 µM]	6%[25.7 µM]	-16%[25.6 µM]	0.2%[20.6 µM]	i	-15%[25.6 µM]	i
O=C(Nc1ccc(Cl)cn1)c1cccnc1	0%	0%	-1%	5%	0%	-20%	-4%	1.2%	.	12%	.
O=C(c1cccs1)N1CCN(Cc2cccnc2)CC1	-3%	3%	-4%	-17%	0%	-5%	7%	-0.5%	i	-6%	?
CCCCOc1ccc(OCCCN2CCOCC2)cc1	2%[25.6 µM]	-2%&9%[25.5 µM]	2%[26 µM]	3%[25.6 µM]	1%[17.1 µM]	?	2%[25.6 µM]	-0.2%[20.6 µM]	i	-8%	i
CCOCC(=O)Nc1nc2c(s1)C(=O)CC(C)(C)C2	3%	-1%	1%	-2%	7%	6%	-1%	-0.1%	.	1%	.
CCOc1ccc2noc3c2c1C(=O)c1ccccc1-3	244%	-3%	?	.	?	-28%	-17%	0.2%[9.22 µM]	.	-1%	.
Cc1cc(S(=O)(=O)N2CCCC2)ccc1OCC(=O)N1CCOCC1	-4%	-1%	-5%	10%	-6%	-10%	-1%	-0.9%	i	3%	i
CCOC(=O)/C(C#N)=C1/C=Nc2ccccc2N1	-6%	-14%	-9%	-13%	?	-26%	-7%	-0.1%[9.22 µM]	.	-8%	.
CCOC(=O)C(NC(=O)CCC(=O)Nc1ccc(S(N)(=O)=O)cc1)C(O)c1ccccc1 (stereo not given)	1%[11.4 µM]	1%	-6%[11 µM]	-5%[11.4 µM]	?	-4%	10%[11.4 µM]	-0.3%[0.0738 µM]	.	7%[11.4 µM]	.
CC(C)n1c(SCc2ccc(Cl)cc2)nc2c1c(=O)[nH]c(=O)n2C	-1%	-1%	-3%	10%	13µM*	2%	-24%	-0.3%[57.5 µM]	i	2%	i
COc1ccccc1OCC(=O)Nc1ccc(O)cc1C(=O)O	-6%	-3%	-4%	-3%	-21%	-10%	?	0.3%	i	6%	i
COc1cc(N[C@@H](C)CCCN)c2ncccc2c1	0%[25.6 µM]	5%[25.5 µM]	-6%[26 µM]	5µM*	6%[17.1 µM]	16%[25.7 µM]	9%[25.6 µM]	-1.8%[20.6 µM]	i	4%[25.6 µM]	i
N[C@@H](Cc1ccccc1)c1nnc(SCc2ccccc2Cl)o1	-4%	3%	1%	?	24%	25%	?	8.1%[0.369 µM]	i	9%	i
O=C(OCc1nc2ccccc2c(=O)[nH]1)c1cccs1	1%	0%	1%	7%	0%	1%	1%	0.0%[57.5 µM]	i	-4%	i
O=C(Cn1cc(/C=N/O)c2ccccc21)N1CCOCC1	-8%	4%	3%	13%	-18%	-13%	0%	3.0%	i	2%	i
CCOCCCNc1nc2c([nH]1)c(=O)n(C)c(=O)n2C	4%	3%	-15%	-5%	?	-27%	2%	4.8%	i	9%	i
O=C(Cn1cc2c(n1)CCCC2)NCc1ccccn1	0%	2%	?	7%	-10%	1%	0%	-1.4%	.	82%[activator]	.
O=C1c2cc([N+](=O)[O-])ccc2-c2ccc3c4ccc5c6c(ccc(c7ccc1c2c73)c64)C(=O)c1cc([N+](=O)[O-])ccc1-5	4µM*	-3%[11.4 µM]	?	1.6µM*	-3%[7.6 µM]	-8%[11.5 µM]	?	4.9%[9.22 µM]	i	-17%[11.4 µM]	i
CCSc1nc2c(c(=O)[nH]1)C(c1cccnc1)C(C(=O)OC)=C(C)N2 (stereo not given)	-1%	1%	?	-14%	9%	31%[activator]	1%	-1.0%	i	1%	i
CCCNC(=O)CS(=O)Cc1nc(-c2ccccc2C)oc1C (stereo not given)	-2%	0%	-5%[2.3 µM]	5%	4%	12%	-12%	-0.3%	.	-2%	.
COCCNC(=O)C1CC(=O)N(c2ccc(F)c(Cl)c2)C1 (stereo not given)	-8%	0%	-2%	5%	-6%	2%	3%	-0.7%	.	4%	.
CCOC(=O)C1CCN(S(=O)(=O)c2ccc(OCC)cc2)CC1	-5%	-2%	2%	4%	7%	-1%	-6%	-0.5%[57.5 µM]	i	3%	?
COc1ccc(S(=O)(=O)Nc2cccc(NC(C)=O)c2)cc1	3%	1%	-6%	2%	-10%	-15%	5%	-0.5%	i	16%	i
CCC12CC3CC(C1)CC(C(=O)Nc1nn[nH]n1)(C3)C2	-6%	0%	?	5%	4%	-11%	-7%	-1.8%	i	45%[activator]	i
COc1cccc(NC(=O)c2ccco2)c1	-8%	-14%	-2%	7%	1%	1%	-5%	-6.7%	.	2%	.
O=C1OCCC1Sc1nnc(-c2cccs2)n1Cc1ccccc1 (stereo not given)	-6%	1%	-2%	3%	3%	0%	0%	-0.2%[57.5 µM]	i	0%	?
O=C(COC(=O)c1ccc(Oc2ccccc2)cc1)Nc1nnc(-c2ccccc2)o1	7%	1%	-5%	6%	?	1%	3%	-0.3%[57.5 µM]	i	50%[activator]	i
CCOC(=O)c1sc(NC(=O)c2cc3c(C)nn(-c4ccccc4)c3s2)nc1C	?	0%	-2%	8%	-9%	17%	11%	-0.1%[57.5 µM]	i	13%	?
CN1CC(=O)N(CC(=O)NCc2ccc(F)cc2)c2ccccc2C1=O	1%	1%	0%	-7%	0%	-10%	-14%	.	i	5%	i
CCN(CCNC(=O)C1CC(=O)N(CCc2ccccc2)C1)c1ccccc1 (stereo not given)	-4%	5%	-4%	-2%	-22%	8%	2%	-0.3%	i	4%	i
CCOC(=O)C1CCN(C(=O)CSCc2nc(-c3ccc(OCC)cc3)oc2C)CC1	-5%	-4%	-3%	7%	?	13%	?	-1.4%	i	2%	i
CN1CCCC(OC(=O)c2cc(Br)ccc2Cl)C1 (stereo not given)	-6%	3%	-1%	-12%	-8%	-16%	-4%	0.3%[57.5 µM]	i	3%	i

This is a subset, so the mix of outcomes need not match the whole.
